NPR2 activator = GC-B (human) receptor activation; P20594; HEK293-GC-B cells, CNP EC30, cGMP TR-FRET; 0% at EC30 CNP, 100% saturating CNP; activation, % at 10 µM; 370,000 compounds, 0.11% hits;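 active = activation at 10 µM reaching about 35% in either raw or pattern-adjusted values, limit read from the data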
hgDAF-12 ag = agonists of H. glycines DAF-12 nuclear receptor; HEK293 GAL4-hgDAF12 UAS-luciferase reporter, agonist luminescence; normalized to butyrate control; activation, % at 6.8 µM; 370,000 compounds, 1.8% hits;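 active = activation above a cutoff set at the mean of all screened compounds plus 3 SD, cut at about 10% in these data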;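 also: 0% = DMSO wells and 100% = sodium butyrate wells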
DAX1 inh-1 = inhibitors of DAX1 repression of SF-1 activated StAR promoter; HEK293T StAR-luciferase reporter, SF-1/DAX-1 repression relief; inhibition, % at 6.8 µM; 370,000 compounds, 1.1% hits; AID 652010;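 active = inhibition above the mean over all tested compounds plus 3 SD, cut at about 3.6% in these data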;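 also: 0% = DAX-1 cells with DMSO and 100% = cells lacking DAX-1 with DMSO; higher inhibition means more luminescence from relief of DAX-1 repression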
hcDAF12 agonist = H. contortus DAF-12 activation, primary screen. HEK293 hcDAF-12 lit1-tk-luc reporter, luminescence; 0% DMSO, 100% Δ7-dafachronic acid. activation, % at 6.8 µM. 370,000 compounds, 1.4% hits. AID 652067;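 active = activation above the mean of all tested compounds plus 3 SD, cut at about 5.5% in these data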;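 also: 100% = response to 3 µM Δ7-dafachronic acid high control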
FXN GAA850 act = activators of GAA850 frataxin (FXN) promoter; activation, % at 6 µM; 360,000 compounds, 0.56% hits; HEK293 lucGAA850 FXN promoter luciferase reporter, 24 h; percent of 10 µM SAHA response;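 active = activation above the average of all compounds screened plus 3 SD, cutoff fixed separately per campaign, cut at about 7.5% in these data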;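 also: 0% = DMSO wells and 100% = 10 µM SAHA wells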
SMARCA2 act = increases SMARCA2 function in MMTV reporter cells | MG213 cells, MMTV-luciferase reporter, dexamethasone, overnight | activation, % at 9.1 µM | 370,000 compounds, 1% hits; in the data active = activation above about 7.8%;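 also: 0% = vehicle wells and 100% = reference activator wells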
GC-A act = GC-A (human) enzyme activation; activation, % at 10 µM; P16066; HEK293 GC-A cells, cGMP TR-FRET, EC30 ANP; 0% at EC30 ANP, 100% saturating ANP; 370,000 compounds, 0.14% hits; in the data active = activation above about 40%
DAX1 inh-2 = inhibitors of human orphan nuclear receptor DAX1 (NR0B1). P51843. HEK293 Gal4-DAX1 luciferase reporter, luminescence. inhibition, % at 6.75 µM. 340,000 compounds, 0.99% hits. AID 504766;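 active = inhibition above the mean over all tested compounds plus 3 SD, cut at about 4.2% in these data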;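 also: 0% = DAX1-transfected cells with DMSO and 100% = empty-vector control cells with DMSO; inhibition shows as a rise in luminescence from relieved DAX1 repression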
Target sequence (P51843 207-470 limits assumed): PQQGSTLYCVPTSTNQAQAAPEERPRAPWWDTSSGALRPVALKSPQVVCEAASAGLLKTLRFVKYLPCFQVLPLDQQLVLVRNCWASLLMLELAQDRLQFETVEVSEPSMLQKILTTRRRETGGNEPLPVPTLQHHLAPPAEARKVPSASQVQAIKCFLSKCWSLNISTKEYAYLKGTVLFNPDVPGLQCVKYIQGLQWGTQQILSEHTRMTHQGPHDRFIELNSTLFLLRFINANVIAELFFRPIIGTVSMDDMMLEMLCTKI
proKLK7 act = proKLK7 (human) activation, primary screen; activation, % at 7 µM; purified proKLK7, EDANS-DABCYL substrate fluorescence; 100% is mature enzyme control, 0% vehicle; 370,000 compounds, 0.9% hits;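 active = activation above the mean of all tested compounds plus 3 SD, computed per campaign excluding outliers beyond control limits, cut at about 13% in these data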
Target sequence (P49862 whole entry, looked up): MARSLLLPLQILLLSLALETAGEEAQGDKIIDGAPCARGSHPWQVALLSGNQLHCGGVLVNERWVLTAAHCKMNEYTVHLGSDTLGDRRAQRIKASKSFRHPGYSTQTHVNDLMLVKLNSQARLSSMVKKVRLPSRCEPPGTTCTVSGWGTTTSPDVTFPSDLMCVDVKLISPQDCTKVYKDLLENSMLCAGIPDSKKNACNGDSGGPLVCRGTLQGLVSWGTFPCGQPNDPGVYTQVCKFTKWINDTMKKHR
ssDAF-12 act = activates DAF-12 receptor from parasite S. stercoralis; AID 652126; activation, % at 6.8 µM; HEK293 ssDAF-12/GRIP1 lit1-tk-luc reporter, luminescence; % of 3 µM dafachronic acid response; 370,000 compounds, 1% hits;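 active = activation above the mean over all tested compounds plus 3 SD, cut at about 0.9% in these data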;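 also: 0% = DMSO-only wells and 100% = 3 µM delta7-dafachronic acid wells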
sPLA2-III inh = Inhibits HGIII-sPLA2 liposome hydrolysis, primary screen; Q9NZ20; QFRET BODIPY PC-A2 liposome hydrolysis, fluorescence; AID 743126; inhibition, % at 12.2 µM; 370,000 compounds, 0.56% hits;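 active = inhibition above mean plus 3 SD of compounds lying within the high and low control bounds, cut at about 19% in these data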;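 also: 0% = median of test compound wells and 100% = no enzyme DMSO wells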
Target sequence (Q9NZ20 whole entry, looked up): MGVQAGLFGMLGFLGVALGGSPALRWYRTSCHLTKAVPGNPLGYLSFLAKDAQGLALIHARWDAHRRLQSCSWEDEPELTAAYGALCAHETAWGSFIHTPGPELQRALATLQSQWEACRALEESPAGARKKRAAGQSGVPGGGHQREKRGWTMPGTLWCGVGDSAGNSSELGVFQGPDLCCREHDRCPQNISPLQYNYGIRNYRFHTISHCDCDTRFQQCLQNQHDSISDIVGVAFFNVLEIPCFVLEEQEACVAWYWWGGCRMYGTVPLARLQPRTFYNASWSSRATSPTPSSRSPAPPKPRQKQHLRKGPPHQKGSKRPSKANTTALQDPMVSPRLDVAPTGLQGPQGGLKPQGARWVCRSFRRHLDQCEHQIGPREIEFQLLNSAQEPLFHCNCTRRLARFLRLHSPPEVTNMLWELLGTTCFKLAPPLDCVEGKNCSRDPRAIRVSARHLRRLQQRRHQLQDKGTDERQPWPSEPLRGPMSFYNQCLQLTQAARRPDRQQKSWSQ
* marks the source's active call; other numbers are inactive results; . = not tested or not shown.

SMILES	NPR2 activator	hgDAF-12 ag	DAX1 inh-1	hcDAF12 agonist	FXN GAA850 act	SMARCA2 act	GC-A act	DAX1 inh-2	proKLK7 act	ssDAF-12 act	sPLA2-III inh
COc1ccc(C)cc1-n1nnnc1SCC(=O)c1ccc2c(c1)OCCO2	1	-1.3	0.5	-1.9	-1.5	-1	2	-0.5	0.6	-0.3	-48
CN(Cc1ccco1)C(=O)c1ccc(S(=O)(=O)N2CCCCCC2)cc1	-3	-2.7	0.1	-1.3	1.9	-4	0	0.1	-3.3	-1.2	5
COc1cc([N+](=O)[O-])ccc1NC(=O)NCc1cccnc1	-2	0.2	-1.3	-1.8	-2.5	3	-2	0.6	0.5	-1.3	-3
CCc1noc(C)c1C(=O)Nc1cc(S(=O)(=O)N2CCOCC2)ccc1N1CCN(CC)CC1	-1	0.8	-0.5	-0.3	-0.3	-3	-1	-0.8	0.7	-1.3	7
CCOc1ccccc1NC(=O)Nc1ccc2c(c1)OCO2	1	1.8	0.3	-2.0	2.8	5	-2	1.1	-0.4	-1.0	-4
CC1CC1C(=O)Nc1cc(C(F)(F)F)ccc1N1CCOCC1 (stereo unspecified)	3	-1.0	0.7	0.0	3.5	-3	-4	0.5	-0.2	-1.4	5
CCc1c(C)sc2nc3c(C(=O)N4CCOCC4)cc(C(=O)c4cc(F)ccc4O)cn3c(=O)c12	-1	-4.2	0.3	-1.5	-1.9	2	-1	0.5	0.0	-1.8	-5
Cc1ccccc1Oc1cc(NC(=O)CCCn2nc(C)c([N+](=O)[O-])c2C)cc([N+](=O)[O-])c1	-4	2.2	-0.5	-2.9	1.2	-4	-6	-2.2	-0.1	-1.7	-16
Cc1ccc(C(=O)NC(=S)Nc2ccc3c(c2)OCCO3)c(C)c1	-1	3.0	0.6	-0.6	-3.5	2	-3	0.5	0.4	-0.8	6
COC(=O)c1ccc(Cn2nc(-c3ccc(C)cc3)ccc2=O)cc1	2	-1.3	0.1	0.2	2.0	-2	0	0.1	-0.2	-0.9	-4
CCOc1ccccc1NC(=O)Cn1nnc(C(=O)NCc2ccc3c(c2)OCO3)c1N	-1	1.7	-4.6	-1.7	-2.9	-3	0	-0.8	0.0	-1.6	-6
COc1ccc(NC(=O)CCN(c2ccc(OC)cc2)S(=O)(=O)c2ccc(C)c(C)c2)cc1	-4	-0.2	-1.3	0.1	-1.2	-1	-3	-0.3	0.3	-0.5	-23
CCOc1cc(/C=N/NC(N)=O)cc(Br)c1OCc1ccccc1	0	-0.6	-1.1	-1.5	1.5	-4	-13	0.5	0.3	-1.4	0
O=C(CS(=O)(=O)c1cn(CC(=O)N2CCOCC2)c2ccccc12)Nc1ccccc1	0	-1.9	-0.5	-0.6	0.4	-1	0	0.5	-0.5	-0.5	3
COCCNC(=O)C1(S(=O)(=O)c2ccccc2)CC=CC1	3	0.8	0.1	0.5	-0.2	1	4	-0.5	0.8	-0.3	11
COc1ccc(-n2c(C)cc(C(=O)COC(=O)c3cc(OC)c(OC)cc3NC(=O)c3cccs3)c2C)cc1	0	0.6	-0.5	0.3	1.2	1	-5	-0.5	-0.1	-1.0	-2
Cn1cc(CN(CCCN2CCOCC2)C(=S)Nc2cccc(Cl)c2)c2ccccc21	-4	-0.2	-0.5	-1.3	-5.5	-1	-7	-0.8	0.0	-1.6	-12
CCC(C)[C@H](NC(=O)Nc1ccc2c(c1)OCCO2)C(=O)OC (stereo partly specified)	-2	0.2	0.3	0.8	1.2	-3	-1	-0.6	-0.3	-1.3	0
Cc1cc(C)nc(N2CCCC(C(=O)Nc3ccc4c(c3)OCCO4)C2)n1 (stereo unspecified)	-5	-4.2	-1.1	-3.2	-7.0	-2	-4	-0.1	0.1	-2.1	-4
COc1cc(NC(=O)c2sc(C)nc2C)c(OC)cc1NC(=O)c1ccccc1	8	0.0	-0.2	1.4	-2.1	-3	1	-0.6	-3.1	-1.8	8
COC(=O)[C@]12C[C@H](CC(=O)NCC34CC5CC(CC(C5)C3)C4)C(=O)N(Cc3ccc(Cl)cc3Cl)C1=C[C@H](COCc1ccccc1)O[C@@H]2C	5	1.9	-0.9	-1.6	.	-1	-3	.	-0.3	-0.9	-6
COC(=O)[C@]12CCCCC=C1N(Cc1ccco1)C(=O)[C@H](CC(=O)NCc1cccc(C(F)(F)F)c1)C2	6	0.4	-0.6	-2.6	.	-2	1	.	0.8	-0.8	0
OCCC1CN(Cc2ccc(Oc3ncccn3)cc2)CCN1C1CCCCC1 (stereo unspecified)	1	-4.0	0.2	0.1	0.3	-1	2	3.1	0.1	-1.0	5
CC(OC(=O)c1ccc(Cl)c(S(=O)(=O)N2CCOCC2)c1)C(=O)NC1CCCCC1C (stereo unspecified)	0	0.5	-0.9	0.8	1.3	-2	-1	1.4	-0.8	-0.9	1
COc1ccc(CCC(=O)NC2CCCc3ccccc32)cc1OC (stereo unspecified)	1	-0.2	-0.2	-0.2	2.2	-2	2	0.9	-0.5	-0.4	3

Of the compounds above, two have a thiophene ring, fused or not:
SMILES	NPR2 activator	hgDAF-12 ag	DAX1 inh-1	hcDAF12 agonist	FXN GAA850 act	SMARCA2 act	GC-A act	DAX1 inh-2	proKLK7 act	ssDAF-12 act	sPLA2-III inh
CCc1c(C)sc2nc3c(C(=O)N4CCOCC4)cc(C(=O)c4cc(F)ccc4O)cn3c(=O)c12	-1	-4.2	0.3	-1.5	-1.9	2	-1	0.5	0.0	-1.8	-5
COc1ccc(-n2c(C)cc(C(=O)COC(=O)c3cc(OC)c(OC)cc3NC(=O)c3cccs3)c2C)cc1	0	0.6	-0.5	0.3	1.2	1	-5	-0.5	-0.1	-1.0	-2

(listing goes on)
SMILES	NPR2 activator	hgDAF-12 ag	DAX1 inh-1	hcDAF12 agonist	FXN GAA850 act	SMARCA2 act	GC-A act	DAX1 inh-2	proKLK7 act	ssDAF-12 act	sPLA2-III inh
O=S(=O)(c1ccc(Oc2ccc(S(=O)(=O)N3CCOCC3)cc2)cc1)N1CCOCC1	7	-0.5	-1.0	-0.9	2.4	-1	-3	0.4	-0.3	-1.7	-10
NC(=O)c1ccsc1NC(=O)CSc1nc2ccccc2c(=O)n1CCCO	4	-0.9	0.7	-2.6	2.5	1	1	-1.1	0.1	-1.7	-4
Cc1ccc(NS(=O)(=O)c2cccc(C(=O)NCC(c3cccs3)N3CCOCC3)c2)cc1 (stereo unspecified)	-2	-1.9	-0.9	-2.0	-1.0	-3	-6	-0.6	0.2	-1.8	-19
CC(=O)Nc1ccc(CN2CCCCCCC2)cc1	-4	1.7	-0.2	-0.6	-0.5	-2	5	-1.4	0.2	-1.6	-1
Cn1ncc(C(=O)Nc2ccc(OC(F)(F)F)cc2)c1-n1cccc1	-2	-2.1	0.1	0.1	-0.6	-3	-1	-0.9	0.5	-1.8	-5
Cc1cc(C(F)(F)F)c(C#N)c(SCC(=O)NC(C)(C)C)n1	0	-0.1	0.0	-1.0	3.4	-5	5	0.6	-0.5	-1.5	9
Nc1nc2ncc(-c3ccsc3)c(N)n2n1	-3	0.3	-0.1	0.1	0.7	-4	3	1.4	-0.1	-0.4	5
COc1cccc(/C=N/NC(=O)C(=O)N2CCCCCC2)c1O	2	-2.4	-1.1	-1.9	-0.2	-2	0	0.7	-0.1	-0.2	-2
CCOC(=O)C1=C(C)NC(C)=C(C(=O)OCC)C1C(=O)OCC(=O)N(CC)C1CCS(=O)(=O)C1 (stereo unspecified)	1	2.9	0.1	0.3	1.3	-4	0	0.6	1.0	-1.5	-3
O=C(CCN1C(=O)C2C3CCC(C3)C2C1=O)Nc1ccccc1C(F)(F)F (stereo unspecified)	2	3.8	-0.4	-0.5	-0.8	-1	-1	2.0	0.7	6.0*	0
COc1cccc(CN2CCNC(=O)C2CC(=O)N2CCCCO2)c1OC (stereo unspecified)	3	0.0	-0.2	-1.1	0.4	0	3	0.4	0.0	0.1	1
Clc1ccc(SCc2cc(Cl)nc(-c3ccccc3)n2)cc1	0	0.7	1.0	-0.5	-1.0	2	-6	3.1	0.1	-0.1	-4
CNc1ncn(-c2c(C)cccc2C)c(=O)n1	-1	1.8	0.5	0.9	.	-5	-1	.	0.0	-0.9	3
CC(C)(C)c1ccccc1NC(=O)Nc1nc(C(N)Cc2ccc(F)cc2)cs1 (stereo unspecified)	4	3.5	-0.8	0.5	-4.1	-2	-2	.	-0.5	-1.3	6
O=C(c1ccccc1Cl)N1N=C(c2ccc(Br)cc2)CC1c1nc2ccccc2[nH]1 (stereo unspecified)	1	6.8	0.9	-0.3	-2.8	2	-2	0.2	-0.1	-0.8	-1
CC1CCC(NC(=O)c2nn(C)c(=O)c3ccccc23)CC1 (stereo unspecified)	-1	-2.7	-0.9	-1.8	2.4	-3	-3	0.3	-0.7	-1.2	9
COc1cc(O)c(C(CCN2CCCC2)c2ccc(N(C)C)cc2)c(OC)c1 (stereo unspecified)	2	2.7	0.1	-1.4	0.5	1	-3	-0.4	0.2	-0.4	3
COC(=O)c1sc(-c2ccc(Cl)cc2)cc1NC(=O)CSCC(=O)O	-5	10	2.5	5.5	0.9	6	33	0.3	-0.1	-0.5	-9
O=C(c1ccc(Cl)c(S(=O)(=O)N2CCCC2)c1)N1CCN(c2ccc(F)cc2)CC1	2	-1.4	-1.6	-0.6	0.8	-4	-1	-2.4	0.1	-2.4	-2
NC(=O)c1ccc(NC(=O)COC(=O)c2cc(S(=O)(=O)N3CCOCC3)ccc2N2CCCCC2)cc1	1	0.6	0.8	-1.1	0.5	-4	-3	0.6	-0.1	-1.2	1
COC(=O)c1c2c(nc3ccccc13)CCC2	3	-1.3	-0.3	-1.0	-2.4	-1	1	-0.4	-0.1	-0.6	-1
CCCNC(=O)NNC(=O)c1ccc(F)cc1	0	-3.4	0.4	-1.7	0.1	1	2	-0.8	1.2	-1.3	-1
O=C(CSc1nc2[nH]ncc2c(=O)[nH]1)N1CCCC1	3	2.7	-0.3	0.7	0.9	-2	3	0.5	-0.3	-1.4	-4
CC(C)(C)OC(=O)C[C@@H]1C/C=C\C[C@H](CC(=O)NCCO)C(=O)N2CCC[C@@H]2COC1=O	4	3.0	0.2	-0.1	0.0	-1	3	0.2	-0.6	-1.5	6
CC(=NNC(=S)N1CCN(c2ccccn2)CC1)c1ccccn1	0	1.0	-3.4	1.1	0.2	-1	-4	2.7	-0.7	-1.1	9
O=C(c1cccs1)n1nc(-c2ccco2)nc1SCc1ccccc1	-1	4.6	1.2	0.2	.	1	-4	.	-0.4	-0.7	-2
C=CCn1c(SCC(=O)NNC(=O)Nc2cccc(Cl)c2)nnc1-c1ccccc1	-1	-2.3	-0.3	-0.9	-2.1	-1	-2	-1.0	-0.7	-1.8	-37
COc1cc(/C=N/N(CCO)C2=NS(=O)(=O)c3ccccc32)cc(OC)c1OC	7	0.0	-0.9	-2.5	1.9	2	11	0.2	1.2	-1.2	-7
CC(CN1CCC(O)CC1)c1ccccc1 (stereo unspecified)	-5	0.5	-0.5	-1.7	2.9	-2	1	0.4	0.1	-1.3	6

Screening results as filed in PubChem BioAssay.
